High-throughput results (PubChem)
Pol eta inh – qHTS for Inhibitors of Polymerase Eta; DNA polymerase eta (Homo sapiens), Q9Y253; recombinant Pol eta, fluorescent DNA replication assay; hit rate 1.2% among 390,000; Potency, µM (doses to about 114 µM), without a hit: top-dose activity change, negative = inhibition, actives largely listed as inhibitors; also: potency is read from the fitted curve at half-maximal effect; % is scaled to controls: 0 for no effect and ±100 for the full control effect
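Pol eta (10 nM) was preincubated with compounds for 15 min at room temperature, after which fluorescent replication substrate (50 nM final) was added to start the reaction. Fluorescence was read kinetically at 0 and 10 min.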
POLK inh – qHTS for Inhibitors of Polymerase Kappa | purified Pol kappa, fluorescent DNA synthesis assay, 10 min | DNA polymerase kappa (Homo sapiens), Q9UBT6 | Potency, µM (top dose mostly 107 µM), for inactives: at the top dose activity, negative = inhibition, most hits filed as inhibitors | hit rate 0.53% among 400,000; also: potency is read from the fitted curve at half-maximal effect; % is scaled to controls: 0 for no effect and ±100 for the full control effect
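Activity was followed as the change in fluorescence between reads at 0 and 10 min after starting the reaction with 50 nM substrate. Beforehand, 10 nM polymerase had been preincubated with compound for 15 min at room temperature.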
POLI inh – qHTS for Inhibitors of Polymerase Iota. Pol iota fluorescent replication assay, 10 min. Potency, µM (top dose mostly 115 µM), without a hit: at the highest dose activity, negative = inhibition, most hits filed as inhibitors. hit rate 1% among 390,000. AID 588590, 2011; also: potency is read from the fitted curve at half-maximal effect
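Pol iota at 10 nM preincubated 15 min with compounds at room temperature; reaction started with fluorescent substrate, 50 nM final. Fluorescence read kinetically at 0 and 10 min; buffer-only wells as negative control.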
PGK inhibitor – qHTS Assay to Find Inhibitors of Phosphoglycerate Kinase | Phosphoglycerate kinase, glycosomal (Trypanosoma brucei brucei), P07378 | PGK/GAPDH coupled, Kinase-Glo luminescence, 60 min | Potency, µM (highest dose often 57.5 µM), inactives show top-dose activity change, negative = inhibition, actives largely listed as inhibitors | hit rate 0.043% among 380,000; also: potency is read from the fitted curve at half-maximal effect; % is scaled to controls: 0 for no effect and ±100 for the full control effect; nearly all actives have a fitted effect of over 60% in size
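Recombinant glycosomal PGK reaction used 1,3-bisphosphoglycerate generated in-well by GAPDH (100nM final) in 100mM TEA pH 7.6, 5mM MgCl2, 0.01% Tween-20. After 60 minutes at room temperature, ATP was read by Kinase-Glo Plus luminescence end-point.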
BLM inh – qHTS Assay for Inhibitors of Bloom's syndrome helicase (BLM); Potency, µM (series often up to 56.1 µM), without a hit: at the top dose activity change, negative = inhibition, hits mostly inhibitors; AID 2528, 2010; hit rate 0.2% among 350,000; recombinant BLM DNA unwinding, fluorescence dequenching; RecQ-like DNA helicase BLM (Homo sapiens), P54132;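 also: potency is read from the fitted curve at half-maximal effect; plate controls were vehicle for no effect and no enzyme for full effect; nearly all actives have a fitted effect of over 35% in size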
Target sequence (P54132 whole entry, looked up): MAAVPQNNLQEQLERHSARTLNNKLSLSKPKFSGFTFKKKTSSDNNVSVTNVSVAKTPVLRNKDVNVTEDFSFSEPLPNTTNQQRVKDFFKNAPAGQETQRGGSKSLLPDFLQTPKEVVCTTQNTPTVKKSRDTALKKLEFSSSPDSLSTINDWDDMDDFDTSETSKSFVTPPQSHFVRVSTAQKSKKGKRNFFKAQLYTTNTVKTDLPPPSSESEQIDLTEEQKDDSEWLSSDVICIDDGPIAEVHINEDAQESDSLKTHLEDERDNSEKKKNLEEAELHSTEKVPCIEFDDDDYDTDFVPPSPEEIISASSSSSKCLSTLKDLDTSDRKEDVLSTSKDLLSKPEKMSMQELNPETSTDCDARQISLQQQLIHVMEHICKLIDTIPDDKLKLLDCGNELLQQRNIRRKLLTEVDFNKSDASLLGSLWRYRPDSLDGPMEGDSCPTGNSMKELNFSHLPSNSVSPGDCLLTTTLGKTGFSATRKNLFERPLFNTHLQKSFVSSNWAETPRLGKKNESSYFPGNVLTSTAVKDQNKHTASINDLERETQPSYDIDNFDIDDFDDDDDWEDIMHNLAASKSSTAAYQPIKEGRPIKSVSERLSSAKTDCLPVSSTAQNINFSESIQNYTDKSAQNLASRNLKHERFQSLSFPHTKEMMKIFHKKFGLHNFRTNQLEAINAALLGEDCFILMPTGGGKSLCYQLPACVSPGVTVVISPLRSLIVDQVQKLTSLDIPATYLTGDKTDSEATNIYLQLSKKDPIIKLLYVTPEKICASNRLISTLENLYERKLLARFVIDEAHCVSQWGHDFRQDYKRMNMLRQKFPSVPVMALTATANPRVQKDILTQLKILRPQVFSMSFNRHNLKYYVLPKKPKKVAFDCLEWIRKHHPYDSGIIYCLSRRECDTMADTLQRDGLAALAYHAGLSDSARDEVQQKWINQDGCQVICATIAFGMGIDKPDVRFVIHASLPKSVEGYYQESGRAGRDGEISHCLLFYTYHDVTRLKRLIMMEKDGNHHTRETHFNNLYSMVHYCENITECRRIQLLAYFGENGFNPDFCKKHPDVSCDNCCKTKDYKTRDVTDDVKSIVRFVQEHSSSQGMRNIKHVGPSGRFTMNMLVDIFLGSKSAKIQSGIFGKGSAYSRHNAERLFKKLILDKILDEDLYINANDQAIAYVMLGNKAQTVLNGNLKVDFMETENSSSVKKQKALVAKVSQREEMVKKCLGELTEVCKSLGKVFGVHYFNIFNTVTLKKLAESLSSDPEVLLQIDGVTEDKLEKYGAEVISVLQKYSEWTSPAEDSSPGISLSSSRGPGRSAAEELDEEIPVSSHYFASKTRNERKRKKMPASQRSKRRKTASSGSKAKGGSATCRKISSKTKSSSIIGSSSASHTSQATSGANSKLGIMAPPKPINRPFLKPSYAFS
APEX1 inh – qHTS Assay for Inhibitors of the Human Apurinic/apyrimidinic Endonuclease 1 (APE1). hit rate 0.35% among 350,000. recombinant APE1, TAMRA/BHQ-2 abasic DNA cleavage fluorescence. Potency, µM (doses to about 65.8 µM), for the others: at the highest dose activity change, negative = inhibition, most hits filed as inhibitors;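 also: potency is read from the fitted curve at half-maximal effect; plate controls were vehicle for no effect and reference inhibitor for full effect; nearly all actives have a fitted effect of over 55% in size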
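Enzyme (0.75 nM final) and test compound are incubated 15 min at room temperature before adding 50 nM quenched THF abasic-site duplex. Cleavage dequenches TAMRA, followed at 525/598 nm over three reads one minute apart.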
Pol beta inh – qHTS Assay for Inhibitors of DNA Polymerase Beta; P06746; Pol beta primer extension/strand displacement, fluorescence kinetic; Potency, µM (series often up to 114 µM), inactives show top-dose activity change, negative = inhibition, actives largely listed as inhibitors; hit rate 1.3% among 340,000; AID 485314, 2010; also: potency is read from the fitted curve at half-maximal effect; % is scaled to controls: 0 for no effect and ±100 for the full control effect
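Preincubation: enzyme (10 nM) with compound, 15 min, RT. Reaction: substrate added to 50 nM final. Reads: 0 and 10 min. Analysis: normalized, Hill fit.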
RXFP1 antag – qHTS Assay for Antagonists of the Relaxin Receptor RXFP1; activity change, negative = inhibition, % at 57.5 µM; HEK293-RXFP1, relaxin-stimulated cAMP HTRF, 30 min; active compounds read low; hit rate 0.59% among 350,000; Relaxin receptor 1 (Homo sapiens), Q9HBX9;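 active = activity change of -60% or lower, but not beyond a set lower limit; inconclusive = change between -60% and -40%, or beyond the set limit; inactive = change above -40%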; also: % is scaled to controls: 0 for no effect and ±100 for the full control effect
Apoferritin bind – qHTS Assay for Identification of Novel General Anesthetics. Ferritin light chain (Equus caballus), P02791. apoferritin/1-aminoanthracene competitive binding, fluorescence. Potency, µM (series often up to 77.5 µM), inactives show top-dose activity change, negative = displacement, most hits filed as inhibitors. hit rate 0.074% among 350,000; also: potency is read from the fitted curve at half-maximal effect; % is scaled to controls: 0 for no effect and ±100 for the full control effect; nearly all actives have a fitted effect of over 20% in size
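Horse-spleen apoferritin (10 uM) was mixed with 50% saturated 1-aminoanthracene in PBS, exposed to compounds for 10 min at room temperature, and read for fluorescence (ex 380 nm, em 535 nm). Competitive displacement was fitted with a four-parameter Hill equation.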
The depositor's hits bear a star; i = inactive; u = inconclusive; x = not tested or not shown; & = joins results of further samples; [ ] = remark or other dose. Unless noted, calls follow the shape of the dose curve; as a rule, active = well fitted curve in the direction sought with a large enough effect; inconclusive = small, poorly fitted or top-dose-only effect, or another doubt; inactive = no such curve, though single readings can be large; an effect the other way counts as inactive or inconclusive. Only part of the results is shown (hit frequency here may not be typical).

SMILES | Pol eta inh | POLK inh | POLI inh | PGK inhibitor | BLM inh | APEX1 inh | Pol beta inh | RXFP1 antag | Apoferritin bind
CCCc1cc(C(=O)Nc2cccnc2)no1 | -9% | 8% | 11% | -5% | 7% | -11% | 4% | 6 | -4%
OC(COc1ccccc1)CN1CCN(Cc2ccc3c(c2)OCO3)CC1 (stereo not drawn) | -19% | -21% | 49%[activator] | 2% | -3% | 3% | -1% | 6 | -2%
COc1ccc(N2CCN(C(=O)CCCNC(=O)Cn3cnc4sc(C)c(C)c4c3=O)CC2)cc1 | -9% | 0% | 125%[activator] | 7% | -1% | 10% | 81% | -1 | 1%
C=CCN(C(=O)c1csnn1)C(C(=O)NC1CCCCC1)c1ccc(C)cc1 (stereo not drawn) | -8% | -1% | 26% | -8% | 0% | 45%[12.4 µM] | -30% | -13 | -18%
C#CCOCCOCCOCCNc1nc(N2CCN(C(=O)Cn3cc(CCCCN)nn3)CC2)nc(N2CCN(C(=O)Cn3cc(CCCN=C(N)N)nn3)CC2)n1 | 4% | u | 35µM* | -8% | x | -1% | x | x | x
CN1CCS/C1=C/C=C1/SC(=S)N(Cc2ccccc2)C1=O | u | -14% | u | -6% | -19% | 5% | u | -4 | -22%
COc1ccc(-c2nc(Cn3c(=O)cc(C)c4c(C)nn(-c5ccccc5)c43)c(C)o2)c(OC)c1 | -10% | 18% | -3% | 9% | -4% | x | -4% | -18 | -13%
Cc1c(N=C2N=C(NC(=O)c3cccs3)c3ccccc32)c(=O)n(-c2ccccc2)n1C | -19% | -6% | 65%[activator] | i | 5% | 23% | 5% | 3 | -13%
O=C1N=C(N2C=CC(=C3C=CNC=C3)C=C2)/C(=C/N=NC(=O)c2ccccc2O)S1 | 18µM* | u | 32µM* | u | -20% | -50% | 14µM* | 2 | 5%
CC1(C)CNC(=O)c2sc(N3CCCCC3)nc2C1 | 3% | -5% | 8% | -7% | 2% | -8% | -15% | 5 | -4%
Cc1cc(Cl)ccc1NC(=O)Nc1c(C)n(-c2ccccc2)c(=O)n1C | -2% | -12% | -5% | -7% | -1% | 1% | 2% | -2 | -3%
COc1ccc(OC)c(C2/C(=C(\O)c3ccc(OC)c(Cl)c3)C(=O)C(=O)N2CCN(C)C)c1 (stereo not drawn) | 2% | -2% | 1% | -6% | -9% | 2% | -23% | 1 | -7%
O=C(N/N=C/c1nn(-c2ccccc2)cc1-c1ccccc1)c1ccncc1 | u | -13% | -18% | -7% | 4% | -3% | -5% | -20 | -12%
COc1ccc(Cl)cc1N(CC(=O)N/N=C/c1ccc(OC(C)C)cc1)S(=O)(=O)c1ccc(C)c([N+](=O)[O-])c1 | -9% | -1% | 17% | 7% | -6% | 10% | 2% | -15 | -4%
COc1cc(CNCCO)cc(Br)c1OCc1cccs1 | -9% | -3% | 3% | -1% | -4% | -5% | 2% | -25 | -13%
C[C@H](CO)N1C[C@H](C)[C@@H](CN(C)CC2CCCCC2)Oc2c(NS(=O)(=O)c3ccc(F)cc3)cccc2C1=O | -11% | 9% | 4% | 6% | x | -3% | x | x | x
O=C(COc1ccc(-c2nnco2)cc1)N1CCN(S(=O)(=O)c2ccccc2)CC1 | -8% | -11% | 16% | 5% | -7% | -2% | -21% | -8 | -17%
CCCCn1c(N)c(N(CC(C)C)C(=O)C2CCN(S(=O)(=O)c3ccc(C)c(C)c3)CC2)c(=O)[nH]c1=O | 4% | -12% | u | i | -5% | 16% | 10% | 5 | -7%
O=C(CN1CCN(S(=O)(=O)c2ccccc2)CC1)Nc1ccc(Cl)c([N+](=O)[O-])c1 | -15% | -11% | 9% | -2% | x | 32% | x | 7 | x
N/C(=N\S(=O)(=O)c1cc(C(F)(F)F)cc(C(F)(F)F)c1)c1cccs1 | -19% | -5% | 0% | -4% | -14% | 12% | -6% | -8 | -1%
CCCCOCCCNC(=O)Cc1cccs1 | -12% | 5% | -3% | x | -10% | 1% | 1% | -16 | -13%
CC(C)(C)C(=O)Nc1c2c(nn1-c1cccc(Cl)c1)CS(=O)(=O)C2 | -4% | 14% | 4% | -5% | -2% | 9% | 36% | -5 | -1%
COc1ccc(NC(=O)COC(=O)c2cccc(S(=O)(=O)N3CCCCC3)c2)c(OC)c1 | -1% | -10% | -21% | 0% | x | -15% | x | -4 | x
O=S(=O)(NCC(Nc1ccc(Cl)cc1)c1ccccc1)c1ccccc1 (stereo not drawn) | -22% | -4%&-7% | -5%&12% | 8% | -13%&-11% | -1% | -3%&12% | -25&-17 | 66%&-12%[activator]
Cc1[nH]c2ccccc2c1/C=N/NC(=O)c1cccc(S(=O)(=O)Nc2ccccc2Cl)c1 | -14% | -29% | 4% | -1% | -9% | 11% | -29% | 9 | -9%

A stretch from the list above, for reference:
SMILES | Pol eta inh | POLK inh | POLI inh | PGK inhibitor | BLM inh | APEX1 inh | Pol beta inh | RXFP1 antag | Apoferritin bind
C[C@H](CO)N1C[C@H](C)[C@@H](CN(C)CC2CCCCC2)Oc2c(NS(=O)(=O)c3ccc(F)cc3)cccc2C1=O | -11% | 9% | 4% | 6% | x | -3% | x | x | x
O=C(COc1ccc(-c2nnco2)cc1)N1CCN(S(=O)(=O)c2ccccc2)CC1 | -8% | -11% | 16% | 5% | -7% | -2% | -21% | -8 | -17%
CCCCn1c(N)c(N(CC(C)C)C(=O)C2CCN(S(=O)(=O)c3ccc(C)c(C)c3)CC2)c(=O)[nH]c1=O | 4% | -12% | u | i | -5% | 16% | 10% | 5 | -7%
O=C(CN1CCN(S(=O)(=O)c2ccccc2)CC1)Nc1ccc(Cl)c([N+](=O)[O-])c1 | -15% | -11% | 9% | -2% | x | 32% | x | 7 | x
N/C(=N\S(=O)(=O)c1cc(C(F)(F)F)cc(C(F)(F)F)c1)c1cccs1 | -19% | -5% | 0% | -4% | -14% | 12% | -6% | -8 | -1%
CCCCOCCCNC(=O)Cc1cccs1 | -12% | 5% | -3% | x | -10% | 1% | 1% | -16 | -13%
CC(C)(C)C(=O)Nc1c2c(nn1-c1cccc(Cl)c1)CS(=O)(=O)C2 | -4% | 14% | 4% | -5% | -2% | 9% | 36% | -5 | -1%

Following part:
SMILES | Pol eta inh | POLK inh | POLI inh | PGK inhibitor | BLM inh | APEX1 inh | Pol beta inh | RXFP1 antag | Apoferritin bind
COc1ccc(-c2nnc(SCC(=O)N(C)C3CCS(=O)(=O)C3)n2N)cc1OC (stereo not drawn) | -4% | -9% | 2% | -3% | 1% | 3% | u | -4 | -4%
O=C1C(=O)N(CCCn2ccnc2)C(c2ccc([N+](=O)[O-])cc2)/C1=C(\O)c1ccc2c(c1)OCCO2 (stereo not drawn) | -4% | u | -21% | 1% | x | -13% | x | 0 | x
CC(=O)c1cccc(NC(c2ccc(F)cc2)c2nnc(-c3ccccc3)o2)c1 (stereo not drawn) | -13% | -9%[60.1 µM] | -9% | 1% | -4% | x | 15% | x | -8%
O=C(N/N=C\c1cccnc1)c1cc(-c2ccc(Cl)s2)[nH]n1 | u | -39% | u | u | u | u | 14µM* | -3 | -10%
COc1ccc(N2CCN(C(=O)Cn3cnc4sc(C)c(S(=O)(=O)N5CCOCC5)c4c3=O)CC2)cc1 | -6% | 9% | -12% | -4% | 0% | 20% | 5% | 2 | -7%
Cc1cccc(C(=O)O/N=C/c2c(Cl)n(C)c3ccccc23)c1 | -1% | -2% | 11% | i | -7% | -1% | -19% | -3 | 3%
CN1C(=O)C(=O)N(c2cccc(C(F)(F)F)c2)C1=O | -17% | 0% | -19%[58.9 µM] | i | x | x | x | -2 | x
CCNS(=O)(=O)c1ccc(Br)c(OC)c1 | -19% | -4% | 45%[activator] | -4% | -3% | 2% | 7% | 23 | u
Cc1cc(NC(=O)c2ccc3[nH]c(C)c(C)c3c2)ccn1 | -17% | -10% | 29% | i | -2% | 40% | -13% | -12 | 4%
O=C1N/C(=N\N=C\c2cccnc2)SC1Cc1ccc(SC(F)F)cc1 (stereo not drawn) | -1% | -3% | 25% | -6% | 0% | -14% | 13% | -8 | -8%
CCOc1ccccc1C(=O)NCC(=O)OCc1c(C)noc1C | -5% | -2% | 9% | 11% | 5% | 5% | -18% | x | -4%
Cc1cc(C)nc(NS(=O)(=O)c2ccc(NC(=O)c3ccc(S(=O)(=O)N4CC(C)OC(C)C4)cc3)cc2)n1 (stereo not drawn) | -10% | -19% | 13% | -6% | 5% | 2% | 6% | 12 | 2%
CC(=O)N/N=C/c1cc([N+](=O)[O-])ccc1OCCOc1ccccc1 | -13% | -12% | -2% | -9% | -16% | -4% | 2% | -1 | -5%
Cc1cccc(C)c1OCC(=O)NNC(=S)NC(=O)C1CC1 | 5% | 13% | 74%[activator] | -7% | -2% | 16% | u | 14 | -11%
CCOC(=O)c1cc2c(ccn2C)n1CC(=O)N(Cc1ccccc1)c1ccccc1 | -22% | -23% | -29% | 1% | -11% | u | -9% | -24 | -13%
CCCNc1nc(C)cc(-c2cc(C(=O)NCc3ccccc3)on2)n1 | -9% | 3% | 23% | 1% | -4% | 18% | 11% | x | 7%
O=C(Cn1c(=O)n(-c2ccc(F)c(Cl)c2)c(=O)c2sc3ccccc3c21)NC1CCCCC1 | -15% | 4% | 65%[activator] | 1% | -2% | x | 22% | x | -4%
CC1(C)CC(=O)C2=C(C1)N(c1ccccc1C#N)C(N)=C(C#N)C2c1cccs1 (stereo not drawn) | -7% | -28% | 3% | -4% | -3% | 3% | -15% | -6 | u
